# ERp5 block – ERp5 (human) disulfide isomerase inhibition. inhibition, % at 9.99 µM. Q15084. 350,000 compounds, 0.05% hits. ERp5 insulin aggregation, absorbance 650 nm, 90 min;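 active = mean replicate inhibition above about 25%, with every replicate also reaching it, limit read from the data, passing the limit was not always enough; inconclusive = only one of those two criteria met; inactive = neither criterion met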
# SIRT5 block – blocks human SIRT5 desuccinylation of peptide; Purified SirT5, succinyl-peptide AMC, trypsin-coupled fluorescence; 330,000 compounds, 1.1% hits; AID 652115; inhibition, % at 15 µM; Q9NXA8; in the data active = inhibition above about 15%; inconclusive = no clear call, values can overlap the other calls
# Target sequence (Q9NXA8 whole entry, looked up): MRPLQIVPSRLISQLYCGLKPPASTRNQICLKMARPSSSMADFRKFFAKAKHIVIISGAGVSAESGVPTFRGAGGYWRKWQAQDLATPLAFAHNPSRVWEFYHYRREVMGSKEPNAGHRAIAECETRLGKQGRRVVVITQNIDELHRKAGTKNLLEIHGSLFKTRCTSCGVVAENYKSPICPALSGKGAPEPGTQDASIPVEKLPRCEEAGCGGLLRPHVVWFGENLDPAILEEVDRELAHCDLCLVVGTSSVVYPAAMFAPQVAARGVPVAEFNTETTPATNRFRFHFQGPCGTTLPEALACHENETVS
# S100A4 MyoIIA – inhibitors of human S100A4 binding to myosin IIA peptide. 360,000 compounds, 0.14% hits. S100A4/TAMRA-MyoIIA peptide fluorescence polarization. inhibition, % at 10.7 µM. P26447;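 active = mean inhibition of at least 70% across replicates, with every replicate also reaching that level; inconclusive = mean inhibition reaches 70% but some replicates fall short; inactive = mean inhibition below 70%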
#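 Test system: S100A4 monomer protein. Medium: HEPES buffer with Ca2+, pH 7.2. Reagent: fluorescent myosin IIA peptide, 5 nM. Compound dosing: single-point compound testing. Timing: 5 min between mix addition and reading. Benchmarks: DMSO neutral and TFP positive wells.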
# PglD DTNB – PglD (C. jejuni) enzyme inhibition; AID 602405; purified PglD enzyme, DTNB colorimetric CoA detection; inhibition, % at 12.5 µM; 360,000 compounds, 0.098% hits; in the data active = inhibition above about 16%, passing the limit was not always enough; inconclusive = no clear call, values can overlap the other calls; also: strong numbers were not always called active
# DENV2 CPE rescue – protects cells from dengue virus 2 cytopathic effect | DENV2-infected cells, cytopathic effect rescue, plate reader | CPE inhibition, % at 9.99 µM | AID 651640 | 350,000 compounds, 1.7% hits; in the data active = CPE inhibition above about 20%, passing the limit was not always enough; inconclusive = no clear call, values can overlap the other calls; tested in BHK-21 cells;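 also: 0% = median of neutral control wells and 100% = median of positive control wells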
# Statin myotox sup – suppression of simvastatin myotoxicity. C2C12 myotubes + simvastatin, ATP luminescence, 48 h; scaled: DMSO 0, geranylgeraniol control 100. rescue of ATP level, % at 7.49 µM. 330,000 compounds, 0.78% hits. AID 602340;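 active = mean ATP rescue above about 67%, or every replicate alone reaching that limit, limit read from the data, passing the limit was not always enough; inconclusive = no clear call, values can overlap the other calls; inactive = mean under the limit and some replicate under it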;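 also: myotubes were challenged with 10 µM simvastatin during compound exposure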
# E-sel inducer – E-selectin induction on HUVECs. P16581. 260,000 compounds, 0.37% hits. HUVEC E-selectin immunofluorescence imaging; normalized: neutral wells 0, TNF-alpha wells 100. AID 686992. activation, % at 7.58 µM;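 active = mean E-selectin-positive cell signal at least 10% of the positive control, reached in at least 60% of replicates, without over 20% cell loss; inconclusive = no rule given, readout overlaps actives, possibly toxicity-flagged; inactive = the rest, including those meeting only one limit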;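 also: in these data hits start at about 27%; measured in HUVEC primary endothelial cells; signal is the percent of cells scored E-selectin positive by PE staining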
# Target sequence (P16581 whole entry, looked up): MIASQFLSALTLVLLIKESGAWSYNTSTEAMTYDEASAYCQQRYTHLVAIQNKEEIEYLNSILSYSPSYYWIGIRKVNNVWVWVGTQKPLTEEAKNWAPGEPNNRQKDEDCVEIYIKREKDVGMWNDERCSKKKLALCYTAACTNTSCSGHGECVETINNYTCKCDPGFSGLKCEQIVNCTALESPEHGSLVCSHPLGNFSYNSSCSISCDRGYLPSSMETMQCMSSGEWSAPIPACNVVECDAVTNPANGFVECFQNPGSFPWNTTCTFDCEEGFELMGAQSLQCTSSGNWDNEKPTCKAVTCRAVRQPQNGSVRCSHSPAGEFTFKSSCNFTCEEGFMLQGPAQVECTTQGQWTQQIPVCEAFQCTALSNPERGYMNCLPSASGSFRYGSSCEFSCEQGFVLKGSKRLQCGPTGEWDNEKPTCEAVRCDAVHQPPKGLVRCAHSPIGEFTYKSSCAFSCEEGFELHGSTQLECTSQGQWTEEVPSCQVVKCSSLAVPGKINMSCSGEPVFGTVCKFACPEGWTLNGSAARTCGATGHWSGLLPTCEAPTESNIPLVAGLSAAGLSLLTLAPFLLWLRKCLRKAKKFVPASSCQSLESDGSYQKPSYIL
#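 Test system: HUVEC | Signal: Immunofluorescence imaging | Read-out: Percent E-selectin-positive cells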
# * hit, by the source's call; ? = inconclusive; . = no result given; & = joins results of further samples. Not all compounds are listed; count on the stated rates, not on these rows.
# Each structure is followed by: ERp5 block | SIRT5 block | S100A4 MyoIIA | PglD DTNB | DENV2 CPE rescue | Statin myotox sup | E-sel inducer
O=c1ccc2cc(O)c(O)cc2o1
 : 3 | -21 | -2 | -8 | -10 | 1 | -0.2
COc1cc2c(cc1OC)C(c1ccccc1[N+](=O)[O-])N(C(C)=O)CC2 (centres undefined)
 : -3 | -6 | -2 | -4 | 4 | 15 | -0.1
Cc1nc(N(C)C)c2sc(=S)n(C)c2n1
 : 7 | . | -4 | 3 | 38* | -11 | .
O=C(C[C@H]1CC[C@@H]2[C@H](COC[C@H](O)CN2C(=O)Cc2ccccc2)O1)NC1CCCC1
 : -2 | 4 | -1 | 2 | 88* | 0 | 0.1
Cc1ccc(C(=O)N2CCC3CC2c2cc(-c4ccc5c(c4)OCO5)ccc23)cc1 (centres undefined)
 : -5 | 3 | -13 | -3 | -6 | 5 | -0.7
Cc1cccc(NC(=O)COc2ccc(-c3nn(C)c(=O)c4ccccc34)cc2)c1
 : 1 | 2 | -8 | -4 | ? | -4 | 0.0
Cc1noc(C)c1NC(=O)N(C)C[C@H]1Oc2ccc(NC(=O)Cc3ccccc3)cc2C(=O)N([C@@H](C)CO)C[C@@H]1C
 : 3 | -1 | 7 | 4 | 2 | 6 | -9.1
Cc1ncc(CO)c(/C=N/NC(=O)c2ccoc2C)c1O
 : 5 | -5 | -2 | -5 | -10 | 2 | -0.2
C[C@@H]1CN([C@H](C)CO)C(=O)c2cc(NS(=O)(=O)c3ccc(F)cc3)ccc2O[C@@H]1CN(C)Cc1ccc(Oc2ccccc2)cc1
 : 15 | 1 | 6 | 1 | 13 | 59 | -0.1
CCCCC(=O)Oc1c(S(=O)(=O)c2ccccc2)c(C)nn1C(C)(C)C
 : 0 | -4 | 2 | 1 | 4 | -21 | -0.4
CN(C)CC(=O)Nc1ccc2c(c1)[C@@H]1C[C@@H](CC(=O)NCc3cccc(F)c3)O[C@@H](CO)[C@@H]1O2
 : 4 | -1 | 4 | -1 | -1 | 0 | 0.3
COc1cccc(C(=O)N2CCCC(Nc3ccc(C)c(C)c3)C2)c1 (centres undefined)
 : 5 | -3 | 3 | -1 | -1 | 8 | -0.2
O=C(C[C@@H]1CC[C@H]2[C@@H](COC[C@@H](O)CN2C(=O)c2ccc(F)cc2)O1)Nc1nccs1
 : -3 | -2 | -16 | 2 | -12 | -1 | 0.1
CCOC(=O)c1cn(Cc2cccc(Cl)c2)c2cc(C)nn2c1=O
 : 1 | -8 | 1 | . | -2 | . | 0.0
COc1ccc(Cl)cc1C(=O)NNC(=O)COC(=O)c1cccs1
 : 9 | 1 | 0 | -2 | -2 | 1 | -1.2
O=C(/C=C/c1ccco1)OCC(=O)N1CCCCC1
 : -11 | . | 3 | 7 | -3 | -5 | -0.1
O=C(COc1ccc(Cl)cc1)Nc1cccc(S(=O)(=O)NCc2ccco2)c1
 : -9 | -2 | -4 | 5 | 13 | -11 | .
Cc1nc2ccccc2c(N)c1C(=O)/C=C/c1ccccc1
 : -1 | 0 | 0 | 9 | 0 | -17 | .
CN1CCN(C(=O)C[C@@H]2CC[C@@H]3[C@H](COC[C@@H](O)CN3CC3CCCC3)O2)CC1
 : -8 | -1 | -15 | . | 3 | . | 0.0
O=C(N[C@@H]1CC[C@@H](CCNS(=O)(=O)Cc2ccccc2)O[C@@H]1CO)c1ccc2c(c1)OCO2
 : 3 | 1 | 5 | -3 | 17 | 3 | 0.1
CC(C)CC#Cc1cnc2c(c1)C(=O)N([C@H](C)CO)C[C@@H](C)[C@H](CN(C)S(=O)(=O)c1cn(C)cn1)O2
 : -9 | -7 | 45 | 2 | -4 | 14 | 0.4
CCc1ccc(OCC(=O)OC(C)C(=O)NC2CC2)cc1 (centres undefined)
 : 2 | 2 | 9 | -1 | -3 | . | -0.1
COc1ccc(NC(=O)Nc2ccc3c(c2)C(=O)N([C@H](C)CO)C[C@H](C)[C@@H](CN(C)CC2CCCCC2)OCCCC[C@H](C)O3)cc1
 : 8 | -2 | 8 | 0 | 6 | -189 | 0.1
COC(=O)c1c(NC(=O)C2CC2)sc2c1CCN(C(C)=O)C2
 : -4 | 2 | 0 | 4 | 16 | -9 | 0.0
O=C(c1cc2ncccn2n1)N1CCc2c([nH]c3ccccc23)C1c1ccccc1F (centres undefined)
 : 4 | -2 | 6 | . | -3 | 12 | .
COC(=O)C1=C(C)N(CCCC(=O)O)C(=O)NC1c1ccc(Cl)cc1 (centres undefined)
 : 6 | -5 | 0 | 4 | 2 | 13 | 0.4
COc1ccc(OC)c(C(O)c2ncc(-c3ccc(C(F)(F)F)cc3)[nH]2)c1 (centres undefined)
 : -5 | -3 | -4 | 0 | -5 | . | 0.6
N#C[C@@H]1[C@H](c2ccc(C3=CCCC3)cc2)[C@H](CO)N1C(=O)C1CCOCC1
 : -1 | 0 | 0 | -4 | -6 | -2 | -0.4
CC(C)C#Cc1cnc2c(c1)C(=O)N([C@@H](C)CO)C[C@H](C)[C@H](CN(C)C(=O)c1ccc3c(c1)OCO3)O2
 : 3 | -2 | -14 | 2 | 0 | -6 | -0.2
CCOC(=O)C1=C(c2ccc(OC)cc2)OC(N)=C(C#N)C1c1cccnc1 (centres undefined)
 : -1 | -3 | -4 | 1 | -3 | . | .
COCCN(C(=O)COC(=O)c1cc2c(s1)CCC2)c1c(N)n(Cc2ccccc2)c(=O)[nH]c1=O
 : 4 | 15* | -9 | 6 | -5 | 4 | 1.1
CNc1nnc(CSc2nc3ccccc3s2)s1
 : -4 | -3 | 0 | -1 | . | 1 | .
Cc1cccc(NC(=O)C2CCCN(S(=O)(=O)c3cccc4nsnc34)C2)c1 (centres undefined)
 : -42 | 5 | 9 | 2 | 0 | 10 | .
Cc1ccccc1C(=O)NNC(=O)CSc1nc2ccccc2c(=O)[nH]1
 : 0 | 1 | -3 | . | . | . | 0.1
Cc1ccc(C)c(S(=O)(=O)N2CCN(C(=O)CCNS(=O)(=O)c3ccc(C)c(C)c3)CC2)c1
 : 2 | -1 | -3 | -3 | -8 | -6 | -0.1
C[C@@H]1CCCCO[C@@H](CN(C)Cc2ccccc2)[C@H](C)CN([C@@H](C)CO)C(=O)c2cc(NC(=O)Nc3ccccc3)ccc2O1
 : -1 | 6 | -5 | -3 | -8 | . | .
C[C@@H]1CN([C@H](C)CO)C(=O)c2cc(C#CCN(C)C)cnc2O[C@@H]1CN(C)S(=O)(=O)c1ccccc1
 : 0 | 3 | 10 | -4 | -2 | 18 | -0.2
CCOc1ccc(N2C(=O)CC(N3CCN(c4ccc(F)cc4)CC3)C2=O)cc1 (centres undefined)
 : 2 | 0 | -8 | -2 | 0 | 29 | 0.2
CC(=O)c1ccc(NC(=O)CCc2nc3sc4c(c3c(=O)[nH]2)CCCC4)cc1
 : -4 | 5 | -3 | . | 5 | . | 0.7
C/C(=C\c1ccccc1)C(=O)n1nnc2ccccc21
 : -4 | 0 | -2 | 1 | 10 | 13 | .

# (next part)
Structure,ERp5 block,SIRT5 block,S100A4 MyoIIA,PglD DTNB,DENV2 CPE rescue,Statin myotox sup,E-sel inducer
C[C@H](NC(=O)c1nc[nH]c1C(=O)N1CCc2ccccc2C1)C(=O)OCc1ccccc1,-1,0,-2,-1,-1,9,0.1
COc1ccccc1-c1ccc2c(c1)C(C)(Cc1ccc(OC(F)(F)F)cc1)C(=O)N2 (centres undefined),2,-4,0,-3,-1,5,.
CCC(c1nnnn1-c1ccc2c(c1)OCCO2)N1CCN(C(=O)c2ccco2)CC1 (centres undefined),1,0,-3,.,12,.,-0.2
COC(=O)C1=C(C)NC(C)=C(C(=O)OC)C1C(=O)OCCN1C(=O)c2ccccc2C1=O,3,-5,-9,2&-3,4,-1&-1,-0.2
CN(C)/C=C1\SC(=S)N(c2ccc(Br)cc2)C1=O,4,0,-55,-12,5,-8,.
CC1CCN(c2nc(/C=C/c3ccccc3)nc3ccccc23)CC1,-3,-2,-4,.,?,.,0.8
CC(C)NC(=O)Nc1ccc2c(c1)C(=O)N([C@H](C)CO)C[C@@H](C)[C@H](CN(C)C)OCCCC[C@@H](C)O2,0,-1,-3,2,-1,.,1.4
N#C[C@H]1[C@H](c2ccc(-c3ccccc3F)cc2)[C@H](CO)N1C(=O)c1ccccn1,0,0,-13,-1,-12,-1,-0.2
COc1ccccc1NC(=O)N1CC(=O)N2[C@H](C1)[C@H](c1ccc(-c3ccc(F)cc3)cc1)[C@@H]2CO,5,4,-11,.,?,.,-0.1
CC(=O)Nc1ccc(S(=O)(=O)Nc2cc(-c3ccccc3)nn2C)cc1,6,.,-7,0,-3,.,8.8
CN1C(C)(C)CC(=NO)CC1(C)C,0,.,-4,-1,3,10,.
CCc1nnc(NC(=O)C(NC(=O)c2ccccc2Cl)C(C)C)s1 (centres undefined),2,3,2,.,-9,.,0.1
O=C(Nc1cccc(F)c1)N1CC(=O)N2[C@H](CO)[C@H](c3ccc(-c4cccc(F)c4)cc3)[C@H]2C1,-7,6,-3,.,7,.,0.2
CCc1ccc(N2CC(C(=O)OCC(=O)Nc3ccc(C(C)=O)cc3)CC2=O)cc1 (centres undefined),9,-2,14,.,-7,13,-0.3
Cc1cccc(C)c1NC(=O)CNC(=O)c1ccc(S(=O)(=O)NCc2ccco2)cc1,-4,-1,0,-1,?,4,-0.5
CO[C@@H]1CN(C)C(=O)c2ccc(NC(C)=O)cc2OC[C@H](C)N(C(=O)CN(C)C)C[C@@H]1C,.,.,.,8,.,6,0.8
